EBI2 antag: EBI2 (human) antagonism; hit rate 0.81% among 360,000; EBI2 beta-arrestin recruitment, luminescence, 7a,25-OHC stimulated; AID 651636; inhibition, % at 5 µM; P32249; in the data active = inhibition above about 38%;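 note: enzyme fragment complementation signal reports receptor beta-arrestin coupling in cells; 0% = agonist plus DMSO wells and 100% = wells without agonist; some results beyond the cut were filed as inactive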
CCR6 antag: antagonists of human CCR6 receptor; CHO-K1 CCR6 PathHunter beta-arrestin, luminescence, CCL20-stimulated; inhibition, % at 20 µM; hit rate 0.49% among 340,000;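 active = compounds whose inhibition of the agonist-driven luminescence signal at 20 µM reaches about 50%, limit read from the data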;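 note: cells stimulated with CCL20 at 14 nM final; plate controls were DMSO with CCL20 for no effect and DMSO without agonist for full effect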
Mdm2 MdmX PPI: human Mdm2/MdmX binding inhibition; inhibition, % at 8 µM; SaOS-2 split-luciferase Mdm2/MdmX complementation, luminescence; hit rate 3% among 330,000; AID 485346; O15151+Q00987;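 active = inhibition of at least 50% at 8 µM in the primary screen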
Target sequence (O15151 whole entry, looked up): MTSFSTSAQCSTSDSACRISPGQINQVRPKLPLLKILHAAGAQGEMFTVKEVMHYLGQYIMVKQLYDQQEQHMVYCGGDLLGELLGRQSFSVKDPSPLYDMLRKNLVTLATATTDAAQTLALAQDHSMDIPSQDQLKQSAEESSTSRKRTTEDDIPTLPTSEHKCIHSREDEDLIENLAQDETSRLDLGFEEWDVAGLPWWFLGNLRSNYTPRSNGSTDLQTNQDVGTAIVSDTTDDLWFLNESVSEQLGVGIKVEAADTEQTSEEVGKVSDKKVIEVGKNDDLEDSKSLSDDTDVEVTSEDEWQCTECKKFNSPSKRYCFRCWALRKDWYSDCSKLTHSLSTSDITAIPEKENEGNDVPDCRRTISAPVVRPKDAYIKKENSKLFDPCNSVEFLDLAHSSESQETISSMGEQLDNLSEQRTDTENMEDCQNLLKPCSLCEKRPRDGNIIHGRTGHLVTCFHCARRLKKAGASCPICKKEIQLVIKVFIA
Target sequence (Q00987 whole entry, looked up): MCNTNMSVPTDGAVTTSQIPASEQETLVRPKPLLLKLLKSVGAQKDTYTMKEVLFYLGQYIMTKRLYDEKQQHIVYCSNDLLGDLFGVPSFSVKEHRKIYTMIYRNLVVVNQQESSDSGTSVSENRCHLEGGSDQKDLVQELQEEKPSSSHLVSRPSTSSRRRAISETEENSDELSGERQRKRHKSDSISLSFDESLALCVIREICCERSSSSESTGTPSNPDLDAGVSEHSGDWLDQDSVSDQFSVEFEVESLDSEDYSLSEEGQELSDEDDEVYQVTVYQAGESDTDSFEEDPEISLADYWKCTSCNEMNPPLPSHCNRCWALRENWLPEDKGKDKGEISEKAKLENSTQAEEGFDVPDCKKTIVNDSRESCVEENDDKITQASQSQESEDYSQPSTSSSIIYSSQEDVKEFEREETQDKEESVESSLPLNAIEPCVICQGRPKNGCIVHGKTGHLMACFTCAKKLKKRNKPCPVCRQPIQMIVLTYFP
CHOP UPR activ: apoptotic UPR (CHOP) activation; CHO-CHOP luciferase reporter, luminescence; percent of tunicamycin response over DMSO baseline; activation, % at 10 µM; hit rate 0.34% among 330,000;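 active = at 10 µM dose, activation of 40% or more, normalized to positive control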;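 note: 100% = tunicamycin at 10 µg/mL and 0% = DMSO alone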
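System: CHO-CHOP luciferase reporter cell line; amount: 500 cells/well; buffer or medium: F12 medium containing 10% fetal bovine serum; incubation: 6 h compound exposure at 37 °C after overnight seeding; measured by: luciferase luminescence after 10 min with Steady-Glo reagent; evaluation: % reporter activation, DMSO baseline versus tunicamycin full activation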
697 NFkB inh: lowers PMA/ionomycin-induced NF-kB signal in 697 B cells. 697 B-cell NF-kB luciferase reporter, 16 h. inhibition, % at 4 µM. hit rate 0.33% among 330,000. AID 435022; in the data active = inhibition above about 35%
Jurkat NFkB inh: inhibitors of the PMA/ionomycin-induced NF-kB reporter in Jurkat cells; inhibition, % at 4 µM; PMA/ionomycin-induced NF-kB luciferase reporter, luminescence; AID 435003; hit rate 0.53% among 330,000; in the data active = inhibition above about 50%
CXCR6 block: inhibitors of human CXCR6 receptor; inhibition, % at 20 µM; O00574; AID 602244; CHO-K1 PathHunter CXCR6 beta-arrestin, luminescence; hit rate 0.36% among 360,000; in the data active = inhibition above about 34%, passing the limit was not always enough;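 note: antagonist mode with CXCL16 agonist at 10 nM final; 0% = 10 nM CXCL16 with DMSO and 100% = unstimulated wells without agonist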
XBP1 UPR activ: adaptive UPR (XBP1) activation; CHO-XBP1 luciferase reporter, IRE1-XBP1 UPR activation, luminescence; percent of tunicamycin response, DMSO as zero; activation, % at 20 µM; hit rate 0.33% among 330,000;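 active = versus positive control, 20 µM dose yields 30% or more activation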;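 note: 100% = tunicamycin at 10 µg/mL and 0% = DMSO only wells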
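Assay system: IRE1-XBP1 luciferase reporter CHO line. Input: 1000 cells/well. Buffer or medium: F12 with 10% serum. Doses: 20 µM, 1% DMSO. Times: overnight seeding at 37 °C, 6 h compound treatment at 37 °C. Technique: Steady-Glo luciferase glow luminescence, 10 min after reagent addition.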
Gli-Sufu block: Gli-Sufu pathway antagonism. Sufu-KO-LIGHT fibroblasts, Gli luciferase reporter luminescence. inhibition, % at 5 µM. hit rate 0.74% among 340,000. AID 588413;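 active = inhibition above about 55%, limit read from the data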;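 note: 0% = DMSO-treated cells and 100% = wells with medium but no cells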
Numbers without * were called inactive; . = no result given.

item	Structure	697 NFkB inh	XBP1 UPR activ	Jurkat NFkB inh	EBI2 antag	CXCR6 block	CCR6 antag	Mdm2 MdmX PPI	Gli-Sufu block	CHOP UPR activ
1	CCC(=O)N1CCc2cc(S(=O)(=O)NCCC(=O)NC3CCCc4ccccc43)ccc21 (stereo unspecified)	-4.6	0.3	0.0	-4.2	-5.9	8.4	14.6	-8.1	-1.9
2	Cc1ccc(NC(=O)CCNS(=O)(=O)c2ccc3c(c2)CCC(=O)N3)c(Br)c1	10.7	0.9	1.2	-0.3	-1.4	3.7	4.8	-4.4	0.0
3	COc1ccc(/C=C/c2nc3ccccc3n2Cc2ccccc2OC)cc1	-34.9	3.2	-57.7	54.7*	6.6	11.9	-39.5	-21.3	4.8
4	CCCCCC(=O)Nc1cccc(C2=NOC3(C2)C[C@@H](C(N)=O)N(C(=O)c2ccc(OC)cc2)C3)c1 (stereo partly specified)	10.5	-4.6	9.5	-9.1	-0.8	3.0	3.8	-14.7	-0.8
5	O=C1CC(NS(=O)(=O)c2ccccc2)CN1c1ccc2c(c1)OCCO2 (stereo unspecified)	-8.3	0.1	-6.9	-1.4	5.8	-3.5	-8.6	-4.4	0.0
6	Cc1ccccc1CN1CCN(CC(=O)NCc2ccccn2)C1=O	4.7	1.3	-0.1	-5.3	3.8	7.2	2.7	1.8	1.4
7	CCC(CC)N1CCN(Cc2nc3ccc([N+](=O)[O-])cc3c(=O)n2-c2ccccc2F)CC1	-5.7	-2.0	-4.6	-7.5	2.3	9.5	1.7	26.5	1.2
8	CC(C)CCn1nnnc1C(c1ccc(F)cc1)N1CCC(C(N)=O)CC1 (stereo unspecified)	-23.9	0.7	-13.6	-8.4	0.5	2.0	-18.0	3.3	-0.5
9	COc1ccc(NC(=O)C2CCCN(C(=O)Nc3ccc(F)cc3)C2)cc1OC (stereo unspecified)	1.8	2.0	-19.0	10.9	4.8	10.7	-5.0	-5.0	0.7
10	Nc1nc2n(n1)C(c1cccc(Cl)c1)CC(c1ccc(F)cc1)N2 (stereo unspecified)	0.7	4.9	-9.1	2.8	1.1	11.1	11.8	-3.0	-1.0
11	Cc1cccc2c1-c1sc(C(=O)N3CCCCC3)cc1CO2	-67.4	7.5	-104.1	77.6*	-12.5	16.0	-148.8	-45.6	2.2
12	Cc1ccc(Cl)cc1NC(=S)N(CCCN1CCOCC1)Cc1ccco1	3.5	-1.7	-10.5	7.0	0.3	10.7	12.5	3.9	-2.2
13	COC(=O)CNC(=O)c1ccc(F)cc1	4.0	-4.0	-6.7	4.6	4.6	5.9	-5.9	2.5	-0.6
14	COc1ccc(C(=O)CSc2nnc(COc3ccc(C#N)cc3)n2-c2ccccc2)cc1	-7.2	-1.6	-0.3	18.0	-3.5	19.0	17.6	-2.4	2.6
15	CC1(C)CC(=O)C2=C(C1)c1c(ccc3ccccc13)NC2c1ccc(OCC(=O)O)cc1 (stereo unspecified)	-21.3	-2.2	-0.3	-4.0	-3.6	17.0	-4.3	-1.9	2.8
16	O=C(c1ccc(S(=O)(=O)NCc2ccco2)cc1)N1CCN(c2ccccc2)CC1	7.6	-0.7	-3.3	3.8	4.7	11.2	3.0	7.6	0.2
17	COc1cc(CNS(=O)(=O)c2ccc3c(c2)CC(C)N3C(C)=O)cc(OC)c1OC (stereo unspecified)	-33.1	-3.9	7.8	5.7	-3.1	8.8	27.1	19.3	-2.2
18	CNC(=O)c1ccc(Nc2nnc(-c3ccc(C(N)=O)cc3)c3ccccc23)cc1	8.4	2.1	4.8	-8.3	2.2	13.4	1.2	-6.3	-0.6
19	Cc1ccc(NC(=S)N2CCN(S(C)(=O)=O)CC2)cc1	8.1	-6.7	3.4	-10.0	-8.8	-3.5	17.4	7.8	1.8
20	COc1ccccc1OCCC(=O)OCC(=O)Nc1ccc2c(c1)OCO2	-16.1	-0.7	6.3	-0.9	4.5	1.7	-4.3	-5.1	-1.2
21	CCCCN1CNC(=S)N(CCc2ccccc2)C1	-1.8	-0.9	12.8	-1.6	0.2	6.3	5.4	-1.1	3.8
22	C[C@@H]1C(=O)O[C@@H]2[C@H](O)C34[C@H]5C[C@@H](C(C)(C)C)C36[C@H](OC(=O)[C@@H]6O)OC4(C(=O)O5)[C@@]12O (stereo partly specified)	33.2	-3.6	15.8	10.2	-14.7	-8.9	9.2	.	0.2
23	CCCCN1CC[C@H]2C=CC[C@@H](C(=O)Nc3ccc(OC)cc3)[C@H]2C1=O	7.5	1.9	13.7	0.0	-4.0	8.4	-3.0	-11.1	2.5
24	COc1cc(CN2CCCC(CO)(Cc3cccc(Cl)c3)C2)cc2c1OCO2 (stereo unspecified)	24.3	-3.1	-12.5	-0.8	1.2	22.2	29.5	8.5	-2.8
25	Cc1ccccc1NC1=C(Cl)C(=O)OC1NC(=O)c1ccccc1 (stereo unspecified)	-26.2	-0.5	3.7	-7.1	3.4	2.2	6.3	4.0	0.8

Three entries from above, screen by screen.
15: CC1(C)CC(=O)C2=C(C1)c1c(ccc3ccccc13)NC2c1ccc(OCC(=O)O)cc1 (stereo unspecified)
16: O=C(c1ccc(S(=O)(=O)NCc2ccco2)cc1)N1CCN(c2ccccc2)CC1
17: COc1cc(CNS(=O)(=O)c2ccc3c(c2)CC(C)N3C(C)=O)cc(OC)c1OC (stereo unspecified)

Screen / compound no.	15	16	17
697 NFkB inh	-21.3	7.6	-33.1
XBP1 UPR activ	-2.2	-0.7	-3.9
Jurkat NFkB inh	-0.3	-3.3	7.8
EBI2 antag	-4.0	3.8	5.7
CXCR6 block	-3.6	4.7	-3.1
CCR6 antag	17.0	11.2	8.8
Mdm2 MdmX PPI	-4.3	3.0	27.1
Gli-Sufu block	-1.9	7.6	19.3
CHOP UPR activ	2.8	0.2	-2.2

New compounds follow.
item	Structure	697 NFkB inh	XBP1 UPR activ	Jurkat NFkB inh	EBI2 antag	CXCR6 block	CCR6 antag	Mdm2 MdmX PPI	Gli-Sufu block	CHOP UPR activ
26	COC(=O)Nc1nnc(-c2ccco2)s1	-9.8	2.4	-36.3	-4.8	0.0	-13.1	2.4	-1.3	-0.5
27	Cc1cc(OCc2cc(C(=O)N(C)C3CCOC3)no2)cc(C)c1Cl (stereo unspecified)	-164.4	-0.5	-89.6	3.9	8.0	5.6	-65.8	13.9	4.1
28	CN(CC(=O)Nc1c(Cl)cccc1Cl)C(=O)CCC(=O)c1ccccc1	6.1	0.4	7.9	-7.0	2.5	11.8	6.9	0.3	0.2
29	N#Cc1c(-c2ccccc2)cc2nc3ccccc3n2c1N	-41.4	3.5	-45.7	9.6	-5.2	13.0	-27.7	29.3	5.5
30	CC(C)OC(=O)NCCOC(=O)Nc1ccc(Cl)cc1	1.4	-0.2	-3.9	1.9	3.3	-14.7	13.2	-6.2	-0.2
31	CCCC(=O)N(CCN1CCOCC1)c1nc2cc(C)c(C)cc2s1	-82.1	-1.8	-79.6	10.7	0.8	-0.6	-37.4	-33.2	4.1
32	CC(=O)Nc1ccccc1NC(=O)c1cc(C)ccc1C	1.3	-1.9	3.5	-7.5	4.4	2.2	4.1	-4.1	-0.2
33	CCCCOc1ccc(C2=NNC(=O)CC2)cc1	-27.3	3.9	-6.5	-2.2	-4.8	8.1	6.4	-23.0	0.5
34	NNC(=O)CCn1nnc2ccccc21	-17.5	0.5	-19.3	-14.8	0.5	-1.5	-2.2	4.4	-1.7
35	CCOC(=O)c1ccc(NC(=S)NC(=O)C2CCCC2)cc1	0.3	-4.2	1.7	3.6	8.7	27.3	-14.7	-1.6	0.3
36	C=CCN(CC=C)C(=O)COC(=O)c1n[nH]c2ccccc12	-10.6	-0.1	-10.6	-14.5	-3.5	2.3	-6.1	0.7	0.3
37	Cc1ccc(NC(=O)c2nc[nH]c2C(=O)N2CCc3ccccc3C2)cc1	10.6	-4.4	6.5	-5.4	10.8	8.9	12.6	2.3	4.0
38	O=C(OCc1c(F)cccc1Cl)c1cc([N+](=O)[O-])ccc1N1CCOCC1	-23.0	1.1	1.9	15.9	6.2	18.7	21.0	6.0	0.3
39	NCCOc1ccccc1-c1ccccc1	12.2	-3.8	0.1	-4.5	-2.1	20.0	9.7	-7.2	0.0
40	COc1cccc(C2C3=C(CC(C)(C)CC3=O)Nc3cc(OC)c(OC)cc32)c1 (stereo unspecified)	17.9	-1.8	5.5	1.5	-5.7	9.8	13.9	4.6	1.5
41	COc1cccc(Cl)c1NC(=O)N1CCN(c2cc(C)nc3ccccc23)CC1	18.5	-3.9	19.9	15.8	4.1	9.0	55.4*	40.4	-2.1
42	CC(C)CNc1nc(N)c([N+](=O)[O-])c(N2CCCCCC2)n1	-24.5	-1.8	29.5	-14.6	-2.0	17.8	23.0	12.4	-2.2
43	Cc1cc(C)c(CN2CCN(C(=O)Cn3cnc(C(=O)Nc4ccc(C)c(C)c4)n3)CC2)c(C)c1	-17.2	-0.2	.	6.8	-1.3	5.2	19.8	0.4	2.0
44	CCCC1CC(c2csc(N)n2)CCO1 (stereo unspecified)	15.4	-5.1	-15.5	3.2	-1.1	-15.1	-0.9	-0.7	-2.0
45	CCC1CCCCN1C(=O)CCn1ccnc1 (stereo unspecified)	-1.9	0.3	-10.9	0.8	-0.2	0.2	-18.1	-9.5	-0.3
46	O=C(CCC(=O)c1cccs1)NNC(=O)c1cccc(Cl)c1	-24.2	-5.6	-34.1	-42.1	-13.8	-4.6	-10.9	-9.7	0.8
47	COc1ccc(CC(=O)NCCc2ccc(Cl)cc2Cl)cc1	-4.6	0.1	-4.6	28.9	3.1	2.4	11.1	1.4	0.0
48	COc1cccc(C(=O)N/N=c2/oc3ccccc3cc2C(N)=O)c1	16.2	-1.2	-8.3	12.9	-1.9	7.5	-9.6	-26.1	3.5
49	CC(C)Nc1nnc(Sc2ccc(Cl)cc2[N+](=O)[O-])s1	-32.4	0.1	18.7	-7.0	-15.3	-0.7	0.6	6.9	1.3
50	O=C(COC(=O)c1ccc2c(c1)S(=O)(=O)N=C1CCCCCN12)NCCc1ccc(F)cc1	8.1	2.3	4.2	2.4	-0.5	6.9	27.1	-5.2	-0.7
51	CCCCNC(=S)NNC(=O)c1nn(C)c(C)c1Cl	-2.3	-0.2	-0.7	4.4	-0.6	4.7	7.7	3.0	3.8
52	Cc1nc2ccccn2c1C(=O)CSc1ccccc1	-27.7	-3.0	-2.6	5.3	2.0	6.3	4.2	-3.1	2.7
53	CCOC(=O)Cc1csc(NC(=O)c2ccc(C)o2)n1	-3.5	1.2	-18.0	-4.3	3.2	0.4	-8.5	-6.8	3.5
54	CN(CCOc1ccc(-c2ccn(S(=O)(=O)c3ccc(Cl)cc3)n2)cc1)c1ccccn1	-19.3	-0.3	22.6	17.2	-7.6	16.8	10.4	16.4	1.5
55	CCCN(CC(=O)Nc1ccccc1OC)C(=O)c1ccc2[nH]c3c(c2c1)CC(C)CC3 (stereo unspecified)	-14.2	7.6	-23.4	37.7	-9.0	15.1	-5.4	-0.2	5.9
56	C=CCNC(=O)Nc1ccc(F)cc1F	-0.6	0.8	11.7	-11.7	5.1	1.6	30.0	10.3	0.6
57	COc1ccc(NC(=O)CSc2nnnn2-c2ccccc2OC)c(OC)c1	5.3	-4.8	9.6	-0.4	7.1	3.1	9.3	2.8	-0.6
58	CCCC1=NN(C(=O)C(=O)Nc2ccc(Br)cc2)C(O)(C(F)(F)F)C1 (stereo unspecified)	6.3	-2.0	-4.1	7.6	15.4	7.0	23.0	7.5	0.6
59	Cc1ccc(NC(=O)NC(=O)N(C2CCCCC2)S(=O)(=O)c2ccccc2)cc1	-10.8	0.3	-39.0	-6.8	6.1	7.1	-57.0	0.8	3.9

Screening results: PubChem, Sanford-Burnham Center for Chemical Genomics
